# Bioassay records: PubChem BioAssay, National Center for Advancing Translational Sciences (NCATS)
# G9a block: blocks human histone lysine methyltransferase G9a; Potency, µM (highest dose often 102 µM), for the others: top-dose activity, negative = inhibition, usual class: inhibitors; Q96KQ7; G9a H3K9 monomethylation, AlphaScreen, 2 h; 350,000 tested, 8.8% active; note: % is set by controls: 0 for no effect and ±100 for the full control effect; nearly all actives have a fitted effect of over 75% in size
#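 Methyltransferase reactions run at room temperature for 2 h (20 nM enzyme, 500 nM biotin-H3K9 peptide, 20 uM SAM) after a 15 min compound preincubation; product detected by AlphaScreen beads and anti-H3K9me1 antibody.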
# BLM helicase inh: Bloom syndrome helicase (human) inhibition; P54132; recombinant BLM DNA unwinding, fluorescence dequenching; Potency, µM (highest dose often 56.1 µM), for inactives: at the highest dose activity change, negative = inhibition, most hits filed as inhibitors; 350,000 tested, 0.2% active;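 note: plate controls were vehicle for no effect and no enzyme for full effect; nearly all actives have a fitted effect of over 35% in size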
# Pol iota inh: DNA polymerase iota (human) inhibition; Potency, µM (series often up to 115 µM), for inactives: top-dose activity, negative = inhibition, most hits filed as inhibitors; 390,000 tested, 1% active; Pol iota fluorescent replication assay, 10 min
#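 Pol iota at 10 nM preincubated 15 min with compounds at room temperature; reaction started with fluorescent substrate, 50 nM final. Fluorescence read kinetically at 0 and 10 min; buffer-only wells as negative control.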
# JMJD2A Tudor inh: JMJD2A Tudor domain (human) inhibition; O75164; AlphaScreen JMJD2A-Tudor / H3K4me3 peptide binding; Potency, µM (titrated, usually from 114 µM), for the others: at the top dose activity change, negative = inhibition, actives largely listed as inhibitors; 390,000 tested, 4.4% active; note: % is set by controls: 0 for no effect and ±100 for the full control effect; nearly all actives have a fitted effect of over 50% in size
# Pol beta inh: inhibitors of human DNA polymerase beta | P06746 | Pol beta primer extension/strand displacement, fluorescence kinetic | Potency, µM (highest dose often 114 µM), for the others: top-dose activity change, negative = inhibition, hits mostly inhibitors | 340,000 tested, 1.3% active; note: % is set by controls: 0 for no effect and ±100 for the full control effect
#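 10 nM enzyme + cpd, 15 min RT; start with substrate 50 nM final; read 0 min and after 10 min RT. Corrected, normalized data; 4-parameter Hill curve fit.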
# APE1 inh: inhibitors of human APE1 endonuclease | recombinant APE1, TAMRA/BHQ-2 abasic DNA cleavage fluorescence | Potency, µM (doses to about 65.8 µM), without a hit: at the top dose activity change, negative = inhibition, usual class: inhibitors | 350,000 tested, 0.35% active | AID 2517;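 note: plate controls were vehicle for no effect and reference inhibitor for full effect; nearly all actives have a fitted effect of over 55% in size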
#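 Endonuclease cleavage of a quenched abasic-site DNA duplex (50 nM) by APE1 (0.75 nM) was tracked by TAMRA dequenching. Compounds were preincubated with enzyme 15 min at room temperature; data normalized to buffer-only and DMSO wells plus NSC13755 control.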
# BAZ2B inh: blocks human BAZ2B; Q9UIF8; AlphaScreen BAZ2B-H3K14Ac peptide displacement; Potency, µM (doses to about 114 µM), without a hit: top-dose activity change, negative = inhibition, usual class: inhibitors; 360,000 tested, 4.4% active; AID 504333; note: % is set by controls: 0 for no effect and ±100 for the full control effect; nearly all actives have a fitted effect of over 60% in size
#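 Compounds, titrated to a top concentration of 110 uM, were incubated 30 min at room temperature with preformed BAZ2B/acetyl-K14 H3 peptide complex (50 nM each). Proximity signal was measured by AlphaScreen after 20 min with beads.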
# Pol eta inh: DNA polymerase eta (human) inhibition; Q9Y253; recombinant Pol eta, fluorescent DNA replication assay; Potency, µM (top dose mostly 114 µM), for the others: at the top dose activity change, negative = inhibition, usual class: inhibitors; 390,000 tested, 1.2% active; note: % is set by controls: 0 for no effect and ±100 for the full control effect
#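 Fluorescent replication assay: 50 nM final substrate added after a 15 min room-temperature compound preincubation with 10 nM enzyme. Signal taken at 0 min and again at 10 min.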
# Pol kappa inh: blocks human DNA polymerase kappa activity. purified Pol kappa, fluorescent DNA synthesis assay, 10 min. Potency, µM (series often up to 107 µM), for inactives: at the highest dose activity, negative = inhibition, usual class: inhibitors. 400,000 tested, 0.53% active; note: % is set by controls: 0 for no effect and ±100 for the full control effect
# Target sequence (Q9UBT6 whole entry, looked up): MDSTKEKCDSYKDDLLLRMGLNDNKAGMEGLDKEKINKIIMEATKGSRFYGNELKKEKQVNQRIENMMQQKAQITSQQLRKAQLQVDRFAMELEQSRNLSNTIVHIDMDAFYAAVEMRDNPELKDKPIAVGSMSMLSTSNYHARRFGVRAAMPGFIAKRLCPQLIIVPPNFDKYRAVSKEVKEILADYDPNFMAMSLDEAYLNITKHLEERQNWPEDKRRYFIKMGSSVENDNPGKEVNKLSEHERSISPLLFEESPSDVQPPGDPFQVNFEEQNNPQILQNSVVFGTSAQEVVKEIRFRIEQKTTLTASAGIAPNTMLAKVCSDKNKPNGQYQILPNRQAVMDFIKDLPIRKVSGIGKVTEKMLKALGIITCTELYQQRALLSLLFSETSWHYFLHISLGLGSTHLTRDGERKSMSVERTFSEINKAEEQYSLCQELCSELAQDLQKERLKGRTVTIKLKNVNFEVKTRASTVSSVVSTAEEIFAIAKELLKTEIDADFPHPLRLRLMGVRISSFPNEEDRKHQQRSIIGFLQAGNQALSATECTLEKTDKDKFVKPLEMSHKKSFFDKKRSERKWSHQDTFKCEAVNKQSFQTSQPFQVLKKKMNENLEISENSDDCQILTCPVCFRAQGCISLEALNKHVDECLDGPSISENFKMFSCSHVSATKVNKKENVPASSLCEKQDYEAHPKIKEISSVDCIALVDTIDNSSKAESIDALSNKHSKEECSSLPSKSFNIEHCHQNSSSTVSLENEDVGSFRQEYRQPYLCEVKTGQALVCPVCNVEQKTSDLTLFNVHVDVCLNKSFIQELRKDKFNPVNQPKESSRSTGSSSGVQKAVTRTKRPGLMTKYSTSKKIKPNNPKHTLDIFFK
#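 10 nM Pol kappa preincubated 15 min at room temperature with compounds, then reaction started with substrate at 50 nM final. Fluorescence read kinetically at 0 and 10 min; buffer-only wells served as negative control.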
# * marks the source's active call; other numbers are inactive results; ? = inconclusive; nt = no result given; & = joins results of further samples; [ ] = dose if it differs, or a comment. Calls come from the whole dose curve; as a rule, active = well fitted curve in the direction sought with a large enough effect; inconclusive = small, poorly fitted or top-dose-only effect, or another doubt; inactive = no such curve, though single readings can be large; an effect the other way counts as inactive or inconclusive. Potency is the fitted concentration of half-maximal effect. A portion of the library; rates above refer to the full screens.
SMILES,G9a block,BLM helicase inh,Pol iota inh,JMJD2A Tudor inh,Pol beta inh,APE1 inh,BAZ2B inh,Pol eta inh,Pol kappa inh
CCN1CC(CN(C)Cc2cn(-c3ccc(C)cc3)nc2-c2cccc(C)c2)CC1=O (stereo not given),nt,-5.5%,56.6%[activator],?,?,-1.8%,?,-18.7%,-16.7%
O=C(CC(=O)c1cc(Cl)ccc1O)c1ccccc1,7.6%[12.7 µM],-1.0%,12.5%,-23.6%,-10.7%,0.5%,-3.4%,-11.3%,-1.9%
c1ccc2c(N3CCCCC3)nc(N3CCCC3)nc2c1,-6.3%[12.7 µM],6.3%,16.9%,12.8%,4.3%,0.6%,12.0%,6.8%,-4.0%
Cc1ccc(C)c(NS(=O)(=O)c2c(C)ccc3nsnc23)c1,-2.5%[59 µM],-3.4%,5.9%,-13.0%,13.2%,9.5%,3.3%,-19.0%,-9.6%
CCOc1ccc(NC(=O)/C(C#N)=C/c2ccc(N3CCCC3)c(C)c2)cc1,1.6%[59 µM],-9.3%,19.0%,-8.9%,-17.1%,-2.7%,1.5%,8.7%,-4.7%
N#Cc1c(SC(C(=O)O)c2ccccc2)nc2c(c1-c1cccs1)CCCC2 (stereo not given),-32.6%,0.9%,1.5%,-18.3%,?,-4.8%,-24.7%,6.4%,-32.9%
COc1ccc(C)cc1S(=O)(=O)Nc1cccc(-c2ccc(N3CCC(C)CC3)nn2)c1,6.9%[59 µM],-7.5%,6.5%,-8.9%,-3.5%,nt,-1.6%,-17.2%,1.4%[60.1 µM]
CC(Nc1cc(=O)n(C)c(=O)[nH]1)c1ccccc1 (stereo not given),10.0%[59 µM],-0.4%,?,-12.3%,10.4%,8.0%,6.6%,-8.9%,6.7%
COc1ccc(C(=O)c2ccc(OC)c(Br)c2)cc1Br,?,0.6%,-10.8%,-5.0%,-5.6%,4.4%,-1.4%,-12.6%,-1.3%
CCCN(C(=O)Cn1ncc2c([nH]c3ccccc32)c1=O)c1ccc(F)cc1,-30.5%[59 µM],-6.0%,-2.8%,-17.5%,0.0%,nt,-9.3%,-9.3%,-13.4%
Cc1ccnc(NC(=O)c2cccc(S(=O)(=O)N3CCCC3)c2)c1,nt,1.8%,-2.3%,-14.1%,10.3%,9.6%,-1.7%,4.0%,0.7%
CCN(CC)CCC(c1cc(OC)c(OC)c(OC)c1)c1c(OC)cc(OC)c2c1OC(=O)CC2c1ccc(N(C)C)cc1 (stereo not given),nt,4.7%,-5.3%,31.6µM*,nt,12.1%,nt,nt,-6.1%
O=C(NC1CCN(Cc2ccccc2)CC1)C12CC3CC(CC(C3)C1)C2,1.0%[59 µM],5.9%,14.1%,-19.9%,-11.8%,1.1%,-4.6%,-2.5%,-0.6%
COc1ccccc1C(=O)Nc1nnc(-c2ccco2)s1,-42.9%,-0.1%,31.8%,?,-18.0%,?,?,-32.4%,-18.0%
COc1cccc(CN2CCNC(=O)C2CC(=O)N2CCCCO2)c1OC (stereo not given),70.8µM*,10.2%,3.1%,1.0%,1.1%,-4.2%,0.4%,-5.2%,-2.8%
O=C(Nc1cc(C(F)(F)F)ccc1Cl)c1nc2ccccc2nc1N1CCCCC1,-43.5%[59 µM],-1.3%,15.3%,-28.0%,40.4%,nt,-31.3%,-8.0%,-2.5%[60.1 µM]
O=C(CCN1C(=O)C2C3CCC(C3)C2C1=O)Nc1ccccc1C(F)(F)F (stereo not given),nt,0.5%,14.8%,8.3%,20.8%,14.4%,-4.6%,-18.9%,-0.4%
CCOC(=O)C1=C(C)NC(C)=C(C(=O)OCC)C1C(=O)OCC(=O)N(CC)C1CCS(=O)(=O)C1 (stereo not given),-1.5%,-4.9%,119.2%[activator],3.4%,27.8%,?,-9.7%,-21.9%,-5.9%
COc1cccc(/C=N/NC(=O)C(=O)N2CCCCCC2)c1O,nt,0.6%,26.5%,79.4µM*,13.0%,5.5%,79.4µM*,-6.3%,-15.8%
Nc1nc2ncc(-c3ccsc3)c(N)n2n1,3.7%,-5.1%,18.2%,-5.2%,38.2%,-2.6%,-1.1%,-5.6%,-12.3%
Cc1cc(C(F)(F)F)c(C#N)c(SCC(=O)NC(C)(C)C)n1,-19.5%[59 µM],-2.6%,2.0%,-8.1%,-16.6%,-6.9%,-2.5%,-5.1%,4.9%
O=c1cc(-c2cccc(F)c2)[nH]c2ccc(Cl)cc12,?,-11.8%[120 µM],nt,nt,nt,?,nt,nt,-5.0%
Cn1ncc(C(=O)Nc2ccc(OC(F)(F)F)cc2)c1-n1cccc1,nt,-10.6%,169.6%[activator],-10.4%,9.9%,10.2%,-15.9%,-15.1%,-13.1%
CC(=O)Nc1ccc(CN2CCCCCCC2)cc1,-44.4%[59 µM],1.4%,2.7%,3.16µM*,16.9%,2.1%,?,3.3%,-26.4%
Cc1ccc(NS(=O)(=O)c2cccc(C(=O)NCC(c3cccs3)N3CCOCC3)c2)cc1 (stereo not given),19.5%[12.7 µM],nt,18.5%,-12.5%,nt,16.8%,-1.7%,-19.4%,0.2%
NC(=O)c1ccsc1NC(=O)CSc1nc2ccccc2c(=O)n1CCCO,-8.2%[59 µM],4.0%,-5.0%,-20.9%,1.8%,-1.4%,5.8%,5.1%,-8.6%
O=S(=O)(c1ccc(Oc2ccc(S(=O)(=O)N3CCOCC3)cc2)cc1)N1CCOCC1,15.6%,-2.7%,-0.4%,-9.3%,19.8%,0.5%,-1.5%,-3.9%,-10.3%
CCCNC(=O)NNC(=O)c1ccc(F)cc1,1.2%,-4.5%,120.4%[activator],?,23.8%,-4.6%,-8.2%,-10.6%,0.8%
O=C(CSc1nc2[nH]ncc2c(=O)[nH]1)N1CCCC1,22.2%[59 µM],-1.7%,10.3%,-1.0%,-20.1%,0.5%,10.5%,-23.1%,0.6%
O=C(c1ccc(Cl)c(S(=O)(=O)N2CCCC2)c1)N1CCN(c2ccc(F)cc2)CC1,44.7µM*,-8.5%,67.4%[activator],?,?,?,56.2µM*,-13.4%,-15.0%
NC(=O)c1ccc(NC(=O)COC(=O)c2cc(S(=O)(=O)N3CCOCC3)ccc2N2CCCCC2)cc1,10.2%,-2.7%,-12.3%,-17.1%,84.5%,-5.1%,-16.2%,-9.8%,-8.4%
COC(=O)c1c2c(nc3ccccc13)CCC2,?,-0.9%,-0.2%,-9.4%,?,1.9%,-37.1%,-12.4%,6.5%
COC(=O)c1sc(-c2ccc(Cl)cc2)cc1NC(=O)CSCC(=O)O,-46.7%,1.4%,-4.0%,-14.0%,5.0%,-5.1%,-19.3%,-5.9%,-3.8%
COc1cc(O)c(C(CCN2CCCC2)c2ccc(N(C)C)cc2)c(OC)c1 (stereo not given),?,2.6%&-1.5%,?,22.4µM*,0.0%,12.8%&-2.7%,35.5µM*,-6.7%,-16.3%&-15.6%
CCC(=O)N1CCc2cc(S(=O)(=O)NC(Cc3ccccc3)C(=O)Nc3cccc(OC)c3)ccc21 (stereo not given),0.6%[59 µM],3.0%,5.7%,1.7%,23.0%,nt,nt,0.0%,1.6%
O=C(c1ccccc1Cl)N1N=C(c2ccc(Br)cc2)CC1c1nc2ccccc2[nH]1 (stereo not given),nt,-15.3%,-8.1%,-2.1%,4.2%,-9.0%,-9.2%,-15.9%,-0.2%
O=C(CSc1n[nH]c(-c2ccccc2Cl)n1)N1CCN(c2ccccc2F)CC1,-48.5%[59 µM],-1.3%,?,-16.6%,4.6%,nt,-2.2%,-6.4%,-6.9%[60.1 µM]
Clc1ccc(SCc2cc(Cl)nc(-c3ccccc3)n2)cc1,nt,nt,15.8%,353.5%[activator],nt,nt,nt,-11.9%,-4.5%
CCOC(=O)c1sc(=NC(=O)c2cc(OC)c(OC)c(OC)c2)n(C)c1C,12.7%[59 µM],-3.3%,10.7%,-13.1%,7.7%,-6.2%,12.0%,-10.6%,-2.2%
C/C(=N\NC(=O)c1nn(C)cc1Cl)c1ccncc1,16.5%[59 µM],4.2%,18.4%,-8.1%,28.4%,3.5%,4.2%,-8.4%,10.8%
O=C(NC1CC1)c1cccc(S(=O)(=O)Nc2ccccc2F)c1,19.5%[59 µM],nt,13.6%,-6.1%,nt,-3.6%,-3.4%,-11.9%,-11.9%
CCn1c(CSc2nnc(-c3ccoc3C)n2C)nc2cc(S(=O)(=O)N(C)C)ccc21,50.1µM*,1.5%,16.0%,-11.7%,3.4%,-0.1%,-8.4%,6.6%,-11.0%
Cn1nnnc1SCCCNCc1ccccc1OCc1ccccc1Cl,-32.8%[59 µM],2.4%,9.7%,-16.6%,-3.9%,nt,-12.0%,-18.8%,-11.1%
CCOC(=O)C1CCCN(S(=O)(=O)c2ccc3c(c2)N(C(C)=O)CCO3)C1 (stereo not given),15.5%,-0.6%,-10.3%,-0.7%,-11.7%,12.4%,-17.6%,-3.1%,12.4%
COc1cccc(NC(=O)NC2CCCc3ccccc32)c1 (stereo not given),-2.8%,-1.4%,-17.4%,2.1%,0.1%,-2.4%,-11.8%,-5.3%,-2.0%
CCOC(=O)c1ccccc1NC(=O)CSc1nc(=O)[nH]c2c1CCCC2,7.5%[59 µM],-0.8%,18.5%,-11.4%,16.9%,nt,-11.0%,4.9%,-5.3%[60.1 µM]
COCC(=O)Nc1nc(-c2ccccc2)ns1,-14.2%[59 µM],-0.3%,16.1%,-9.9%,-1.0%,-0.2%,-5.8%,-2.4%,-4.5%
